Bioassay records: PubChem, National Center for Advancing Translational Sciences (NCATS)
GPT2 inhibitor – Primary qHTS assay for inhibitors of Glutamate pyruvate transaminase 2 (GPT2); AID 1671188, 2021; Alanine aminotransferase 2 (Homo sapiens), Q8TD30; Recombinant GPT2, coupled pyruvate oxidase/HRP Amplex Red fluorescence; Potency, µM (titrated, usually from 57.7 µM), without a hit: at the top dose activity change, negative = inhibition, usual class: inhibitors; 100,000 tested, 0.25% active; further: potency means the concentration at half of the fitted maximal effect; nearly all actives have a fitted effect of over 60% in size; many of its hits are not listed in these tables
Target sequence (Q8TD30 whole entry, looked up): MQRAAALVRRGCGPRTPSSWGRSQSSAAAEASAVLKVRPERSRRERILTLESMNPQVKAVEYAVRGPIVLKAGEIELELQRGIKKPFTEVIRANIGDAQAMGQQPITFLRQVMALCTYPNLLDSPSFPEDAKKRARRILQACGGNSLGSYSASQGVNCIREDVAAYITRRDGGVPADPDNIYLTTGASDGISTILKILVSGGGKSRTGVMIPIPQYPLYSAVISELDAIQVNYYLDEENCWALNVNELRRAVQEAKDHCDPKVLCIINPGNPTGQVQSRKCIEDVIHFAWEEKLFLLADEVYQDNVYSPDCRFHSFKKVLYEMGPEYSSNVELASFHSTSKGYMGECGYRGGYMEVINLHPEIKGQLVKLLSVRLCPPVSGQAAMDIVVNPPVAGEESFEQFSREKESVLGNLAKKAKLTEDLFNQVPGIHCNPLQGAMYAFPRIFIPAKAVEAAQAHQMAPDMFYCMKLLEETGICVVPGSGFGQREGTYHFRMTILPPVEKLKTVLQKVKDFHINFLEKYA
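Recombinant GPT2 (10ng/uL) with 250uM a-KG and 2mM L-alanine, 30 min at room temperature, in HEPES pH 7.5 buffer. Pyruvate detected by pyruvate oxidase/HRP/Amplex Red fluorescence after 30 min in the dark; AOA (50uM) as positive control.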
HEK293 viab – GF-AFC viability counterscreen for inhibitors of alpha-synuclein gene (SNCA) expression; HEK-293-SNCA-luc viability, GF-AFC fluorescence, 24 h; Potency, µM (top dose mostly 57.1 µM), for inactives: at the highest dose activity change, negative = cytotoxicity, most hits filed as cytotoxic; 150,000 tested, 0.12% active; AID 1671193, 2021;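 further: potency means the concentration at half of the fitted maximal effect; 0% = DMSO-treated cells and -100% = medium-only wells without cells; nearly all actives have a fitted effect of over 30% in size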
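HEK-293-SNCA-luc cells (1500/well) plated 24 h, then exposed 24 h to a dilution series; GF-AFC added 30 min at 37C, fluorescence 405/540 nm; normalised to medium-only and DMSO wells, Hill fit.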
FLuc inh – Firefly luciferase inhibition profiling of diverse chemical library using quantitative high-throughput screening | Luciferin 4-monooxygenase (Photinus pyralis), P08659 | purified P. pyralis luciferase, luminescence, biochemical | Potency, µM (highest dose often 115 µM), for inactives: at the highest dose activity change, negative = inhibition, usual class: inhibitors | 76,000 tested, 2.5% active | AID 1347043, 2019; further: potency means the concentration at half of the fitted maximal effect; nearly all actives have a fitted effect of over 65% in size
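FLuc 10nM, D-luciferin 10uM, ATP 10uM, Mg acetate 10mM, Tris acetate pH 7.5, Tween/BSA; cpd qHTS; enzyme added last; CCD luminescence.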
HEK cytotox – Cytotoxic Profiling in HEK 293 Cell Line of Diverse Libraries Using Quantitative High-Throughput Screening; HEK 293 viability, ATP luminescence (CellTiter-Glo), 48-72 h; Potency, µM (titrated, usually from 115 µM), without a hit: top-dose activity change, negative = cytotoxicity, usual class: inhibitors; 94,000 tested, 6.6% active; further: potency means the concentration at half of the fitted maximal effect; nearly all actives have a fitted effect of over 60% in size
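HEK 293 cells seeded at 250 cells/well were exposed to compound for 48 or 72 hr at 37 degree Celsius. Viability taken as ATP content by CellTiter-Glo luminescence.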
IP6K1 inhibitor – Primary qHTS assay for small molecule inhibitors of Inositol hexaphosphate kinase 1 (IP6K1); IP6K1 kinase, ADP-Glo luminescence, 2 h; stronger effect = lower value; AID 1645851, 2021; 140,000 tested, 0.81% active; activity change, % (series mostly up to about 58 µM); in the data active means activity change below about -25%
Target sequence (Q92551 whole entry, looked up): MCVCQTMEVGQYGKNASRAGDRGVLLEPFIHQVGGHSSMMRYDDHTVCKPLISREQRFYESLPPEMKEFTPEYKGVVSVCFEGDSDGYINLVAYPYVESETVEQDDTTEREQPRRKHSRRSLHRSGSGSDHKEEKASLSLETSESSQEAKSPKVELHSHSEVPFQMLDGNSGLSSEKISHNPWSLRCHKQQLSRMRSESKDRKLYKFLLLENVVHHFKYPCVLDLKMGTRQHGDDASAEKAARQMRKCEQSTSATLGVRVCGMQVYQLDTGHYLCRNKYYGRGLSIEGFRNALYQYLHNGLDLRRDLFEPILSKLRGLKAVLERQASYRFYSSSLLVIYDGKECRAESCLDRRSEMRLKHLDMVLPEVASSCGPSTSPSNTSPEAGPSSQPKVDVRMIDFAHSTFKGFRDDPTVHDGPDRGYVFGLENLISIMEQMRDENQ
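ADP-Glo luminescence measures ADP made by human IP6K1 during a 2 h RT reaction with ATP/IP6 (mix at 1.3 mM/130 uM); top library doses 57.5 and 19.1 uM final.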
SNCA expr inh – Primary qHTS assay for inhibitors of alpha-synuclein gene (SNCA) expression. 140,000 tested, 0.17% active. Potency, µM (doses to about 57.2 µM), for the others: top-dose activity change, negative = inhibition, hits mostly inhibitors. HEK-293 SNCA-luciferase knock-in, luminescence, 24 h;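 further: potency means the concentration at half of the fitted maximal effect; plate controls were DMSO cells for no effect and cell-free wells for full effect; nearly all actives have a fitted effect of over 45% in size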
3T3 cytotox – Cytotoxic Profiling in NIH 3T3 Cell Line of Diverse Libraries Using Quantitative High-Throughput Screening. AID 1345082, 2018. NIH 3T3 viability, CellTiter-Glo ATP luminescence, 48-72 h. 94,000 tested, 4.3% active. Potency, µM (series often up to 96.7 µM), without a hit: at the top dose activity change, negative = cytotoxicity, hits mostly inhibitors; further: potency means the concentration at half of the fitted maximal effect; nearly all actives have a fitted effect of over 55% in size
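Mouse fibroblast NIH 3T3 cells, 400 per well, received compound via pintool and were incubated for 48 or 72 hr prior to CellTiter-Glo ATP luminescence measurement.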
Starred values were filed as active, the others as inactive; i = inactive; ? = inconclusive; . = no result given; [ ] = remark or other dose. Unless noted, the call rests on the fitted dose curve; in most records, active means well fitted curve in the direction sought with a large enough effect; inconclusive means small, poorly fitted or top-dose-only effect, or another doubt; inactive means no such curve, though single readings can be large; an effect the other way counts as inactive or inconclusive. Unless noted, on the % scale 0 is the no-effect control and ±100 the full control effect. This is a subset, so the mix of outcomes need not match the whole.

SMILES	GPT2 inhibitor	HEK293 viab	FLuc inh	HEK cytotox	IP6K1 inhibitor	SNCA expr inh	3T3 cytotox
COc1cc(CCC(=O)N2C[C@@H](C(N)=O)[C@H](c3nc(C)no3)C2)on1	i	-3%	-15%	-6%	-3	-4%	?
CC(C)C1CN(c2ccc(C#N)cn2)CCC(=O)N1Cc1ccc(F)cc1 (stereo unspecified)	-2%	-15%	-4%	1%	23	15%	-17%
O=C1CCN(C(=O)C2CCN(C(=O)C3(c4ccccc4)CC3)CC2)CCCCCCN1	i	-3%	4%	i	-13	5%	-7%
CN(Cc1ccccn1)C(C(=O)O)c1cnn(Cc2ccccc2)c1 (stereo unspecified)	0%	6%	-4%	4%	-8	-12%	3%
CCOC(=O)c1c(NC(=O)C2c3ccccc3Oc3ccccc32)sc(C)c1CC	.	6%	.	.	-1	-5%	.
CC(C)CCn1c(SCc2c(F)cccc2Cl)nc2ccsc2c1=O	.	3%	.	.	17	-16%	.
CCOc1ccc(NC(=O)NC(C)c2c(-n3cccc3)sc3c2CCN(CC)C3)cc1 (stereo unspecified)	.	6%	.	.	38	-14%	.
CC(C)CN1C(=O)COC[C@@H]1[C@H](O)c1ccc(NC(=O)C2CCCC2)cc1	-4%[88.5 µM]	3%[87.6 µM]	14%[172 µM]	-10%[172 µM]	-10	-14%[87.6 µM]	-1%[138 µM]
CCOc1ccccc1Nc1sc(C(=O)c2ccccc2)c(N)c1C(=O)NCCc1ccccc1	.	8%	.	.	16	24%	.
Cn1cnc(S(=O)(=O)N2CCCN(C3CCOCC3)CCNC(=O)CC2c2ccccc2)c1 (stereo unspecified)	i	10%	-16%	0%	17	-9%	-19%
CN1CCC(Cn2ccc3c(N4CCOCC4)nc(-c4ccc5cn[nH]c5c4)cc32)CC1	3%[88.5 µM]	-15%[87.6 µM]	-7%[172 µM]	100µM*	6	-24%[87.6 µM]	40µM*
COc1ccc(-c2noc([C@@H]3CCCN3C(=O)Cc3ccccc3)n2)cc1OC	5%	-11%	9%	-9%	2	32%[activator]	-15%
COc1cc(CNC(=O)c2cnc3c(-c4cccc(C)c4)c(C)nn3c2C)cc(OC)c1OC	.	2%	.	.	-4	25%	.
CC(=O)Nc1c(I)cc(I)c(C(=O)O)c1I	-10%	-27%[23.9 µM]	.	.	7	-34%[25.6 µM]	.
CC(C)OCCCn1c(=O)c2ccccc2n2c(-c3cc(Cl)ccc3O)nnc12	.	-11%	.	.	15	?	.
CCn1cnnc1-c1nn(C)c2c1CN(C(=O)CCC(=O)N1CC(=O)Nc3ccccc31)CC2	-11%	13%	0%	i	-8	25%	3%
CC[C@H]1CN(C(=O)c2ccnc(Cl)c2)CC[C@H]1CC(=O)N1CCC(C(N)=O)CC1	2%[88.5 µM]	-3%[87.6 µM]	2%[172 µM]	-4%[172 µM]	4	1%[87.6 µM]	3%[174 µM]
COc1ccc(-c2nc(C(C)C)nc3c2CCN([S+](=O)([O-])c2ccc(C)cc2)CC3)cc1	i	-4%	4%	i	12	11%	-11%
CC(C)n1ccnc1C1CCCN(S(=O)(=O)c2ccccc2Cl)C1 (stereo unspecified)	1%	5%	8%	-28%	-5	-5%	?
COCc1cc(C[C@@H]2C[C@H](NC(=O)Nc3ccccc3)C2(C)C)no1	-4%[88.5 µM]	-16%[87.6 µM]	1%[172 µM]	?	-4	5%[87.6 µM]	?
CCCn1c(C)cnc1C1CCN(C(=O)NC(C)C)C1 (stereo unspecified)	-2%	12%	7%	3%	15	-14%	-6%
COc1ccc(NC(=O)Cn2c(C)cc3nc4n(c(=O)c32)CCC4)c(OC)c1	-11%	-10%	2%	0%	-4	?	i
O=C(c1c[nH]c2ccccc12)N1CCC2(CC1)COc1ccccc1[S+](=O)([O-])N2	-6%	-9%	.	?	1	-12%	?
CC(C)(C)c1nnc2ccc(C(=O)NC3CCCCC3)cn12	-1%[88.5 µM]	2%[87.6 µM]	.	0%[172 µM]	3	47%[activator][87.6 µM]	-29%[138 µM]
O=C(NCc1ccccc1)NC1COc2ccccc2C1 (stereo unspecified)	.	5%	.	.	-7	48%[activator]	.
Cc1ccc(CNC(=O)CN(c2cccc(C)c2C)S(=O)(=O)c2ccccc2)cc1	.	-5%	.	.	-16	?	.
O=C1NC(=NC2CCCCC2)C2(CCN(Cc3cccnc3)C2)N1c1cccnc1 (stereo unspecified)	i	?	.	i	-3	?	40µM*
COc1cccc(-c2nnnn2[C@H]2CO[C@H]3[C@@H]2OC[C@@H]3NC(=O)c2ccc(C(F)(F)F)cc2)c1	-20%	-5%	-14%	?	9	18%	-38%
COCCn1ncc(N2CCCC(CC(=O)NCc3ccc(Cl)cc3)C2)cc1=O (stereo unspecified)	-11%	0%	-8%	-7%	6	-3%	-32%
CCc1nc2c(cnn2-c2ccc(Cl)cc2)c(=O)n1-c1ccc(OC)c(Cl)c1	.	-3%	.	.	18	-2%	.
O=C(Nc1cccc(-n2cccn2)c1)C1CCCN1C(=O)C1CCC1 (stereo unspecified)	2%	4%	-2%	-19%	-5	37%[activator]	-11%
O=C(Cc1ccc(F)cc1)N1CN=C(C2CCN(Cc3ccc(F)cc3)CC2)N1	0%	-7%	8%	?	7	5%	?
O=c1n(CC2CC2)nc2n1CCC(NS(=O)(=O)c1cccc(F)c1)CC2 (stereo unspecified)	i	-7%	-8%	-3%	-6	-7%	1%
O=C(Cn1ccc2cc(S(=O)(=O)N3CCCCC3)ccc21)NCc1ccccc1Cl	.	-14%	.	.	30	-4%	.
Cc1nc(N2CCCC2)ncc1C(=O)NCc1ccc(Cl)cc1	.	-3%	.	.	-7	-18%	.
CN1CC2(CCCN(C(=O)CCc3ccncc3)CC2)OC1=O (stereo unspecified)	5%	-4%	-4%	-2%	-3	4%	-8%
CC(C)C(=O)N1Cc2ccccc2CC2(CCN(CC3CCNC3)C2)C1 (stereo unspecified)	-6%	-3%	.	3%	-11	-7%	i
CN(C)c1ccc(CN2CCC3(C2)C(=NC2CCCCC2)NC(=O)N3c2cc(F)cc(F)c2)cc1 (stereo unspecified)	i	-29%	.	?	-3	?	?
CCc1nc2cc(N3CCCC(C(=O)NC4CCCC4)C3)cnc2nc1CC (stereo unspecified)	i	3%	-4%	13%	-2	2%	-25%
COc1ccc(CNC(=O)c2noc(-c3ccc(C)cc3)n2)cc1OC	5%	3%	?	?	-1	8%	?
COc1ccc(CNC(=O)N2CCc3c(nc(-c4ccc(OC)cc4)[nH]c3=O)C2)cc1	i	?	-16%	2%	9	-5%	-2%
CC(C)(C)OC(=O)N1CCC(c2c(C(=O)N3CCN(C(=O)c4ccco4)CC3)cnn2-c2ccc(Cl)cc2)CC1	.	9%	.	.	-2	19%	.
O=C(NCc1cccnc1)c1ccc2nnc(-c3ccoc3)n2c1	i	7%[87.6 µM]	.	i	-9	-10%[87.6 µM]	3%[138 µM]
C[C@H]1COc2c(C3(N)CC3)c(F)cc3c(=O)c(C(=O)O)cn1c23	i	8%[23.9 µM]	.	.	-1	-17%[25.6 µM]	.
CCN1C(=O)C2CC3(CCN(Cc4cn[nH]c4-c4cccs4)CC3)CN2C1=O (stereo unspecified)	i	-6%	4%	-11%	11	-1%	-18%
O=C(N[C@@H]1CCOC[C@H]1OCc1cscn1)c1ccc(N2CCCC2=O)cc1	i	-2%	-1%	-15%	2	1%	-13%

In the list so far, nine have an aryl methoxy group.
SMILES	GPT2 inhibitor	HEK293 viab	FLuc inh	HEK cytotox	IP6K1 inhibitor	SNCA expr inh	3T3 cytotox
COc1cc(CCC(=O)N2C[C@@H](C(N)=O)[C@H](c3nc(C)no3)C2)on1	i	-3%	-15%	-6%	-3	-4%	?
COc1ccc(-c2noc([C@@H]3CCCN3C(=O)Cc3ccccc3)n2)cc1OC	5%	-11%	9%	-9%	2	32%[activator]	-15%
COc1cc(CNC(=O)c2cnc3c(-c4cccc(C)c4)c(C)nn3c2C)cc(OC)c1OC	.	2%	.	.	-4	25%	.
COc1ccc(-c2nc(C(C)C)nc3c2CCN([S+](=O)([O-])c2ccc(C)cc2)CC3)cc1	i	-4%	4%	i	12	11%	-11%
COc1ccc(NC(=O)Cn2c(C)cc3nc4n(c(=O)c32)CCC4)c(OC)c1	-11%	-10%	2%	0%	-4	?	i
COc1cccc(-c2nnnn2[C@H]2CO[C@H]3[C@@H]2OC[C@@H]3NC(=O)c2ccc(C(F)(F)F)cc2)c1	-20%	-5%	-14%	?	9	18%	-38%
CCc1nc2c(cnn2-c2ccc(Cl)cc2)c(=O)n1-c1ccc(OC)c(Cl)c1	.	-3%	.	.	18	-2%	.
COc1ccc(CNC(=O)c2noc(-c3ccc(C)cc3)n2)cc1OC	5%	3%	?	?	-1	8%	?
COc1ccc(CNC(=O)N2CCc3c(nc(-c4ccc(OC)cc4)[nH]c3=O)C2)cc1	i	?	-16%	2%	9	-5%	-2%

3 compounds already listed, sorted by SMILES length, largest number first.
SMILES	GPT2 inhibitor	HEK293 viab	FLuc inh	HEK cytotox	IP6K1 inhibitor	SNCA expr inh	3T3 cytotox
O=C(N[C@@H]1CCOC[C@H]1OCc1cscn1)c1ccc(N2CCCC2=O)cc1	i	-2%	-1%	-15%	2	1%	-13%
CCN1C(=O)C2CC3(CCN(Cc4cn[nH]c4-c4cccs4)CC3)CN2C1=O (stereo unspecified)	i	-6%	4%	-11%	11	-1%	-18%
O=C(NCc1cccnc1)c1ccc2nnc(-c3ccoc3)n2c1	i	7%[87.6 µM]	.	i	-9	-10%[87.6 µM]	3%[138 µM]
